# CHT PAM – allosterically activates the human high affinity choline transporter; CHT-expressing cells, membrane potential dye, choline EC20; active compounds read high; LV-AA mutant CHT in HEK293 cells; 310,000 compounds, 0.49% hits; Q9GZV3; B-score at 10 µM;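 active = initial fluorescence not abnormally high and integrated response B-score, plate-corrected, over 3 SD above library mean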
# Target sequence (Q9GZV3 whole entry, looked up): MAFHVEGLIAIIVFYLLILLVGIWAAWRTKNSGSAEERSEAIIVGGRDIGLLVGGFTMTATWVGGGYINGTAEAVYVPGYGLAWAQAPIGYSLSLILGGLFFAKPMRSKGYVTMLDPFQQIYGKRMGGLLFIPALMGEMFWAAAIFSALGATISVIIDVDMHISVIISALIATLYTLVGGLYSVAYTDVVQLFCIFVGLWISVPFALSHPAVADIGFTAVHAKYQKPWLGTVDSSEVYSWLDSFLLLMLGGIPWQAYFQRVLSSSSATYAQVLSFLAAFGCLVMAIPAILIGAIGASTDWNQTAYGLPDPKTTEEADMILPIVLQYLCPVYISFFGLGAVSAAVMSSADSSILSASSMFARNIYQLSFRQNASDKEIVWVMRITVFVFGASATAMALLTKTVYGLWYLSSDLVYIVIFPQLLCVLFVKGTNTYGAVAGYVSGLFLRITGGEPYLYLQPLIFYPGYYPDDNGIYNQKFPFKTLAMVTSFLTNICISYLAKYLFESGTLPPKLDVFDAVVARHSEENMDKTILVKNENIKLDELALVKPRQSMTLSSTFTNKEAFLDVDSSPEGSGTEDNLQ
# OX1R antag-1 – antagonists of human orexin 1 receptor (OX1R). OX1R-expressing cells, FRET antagonist read-out. inhibition, % at 6.6 µM. 330,000 compounds, 1.8% hits. AID 485270; in the data active = inhibition mostly above about 38%, no sharp cut-off; inactive = mostly below about 40%;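 note: 0% = agonist challenge alone and 100% = reference antagonist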
# Target sequence (O43613 whole entry, looked up): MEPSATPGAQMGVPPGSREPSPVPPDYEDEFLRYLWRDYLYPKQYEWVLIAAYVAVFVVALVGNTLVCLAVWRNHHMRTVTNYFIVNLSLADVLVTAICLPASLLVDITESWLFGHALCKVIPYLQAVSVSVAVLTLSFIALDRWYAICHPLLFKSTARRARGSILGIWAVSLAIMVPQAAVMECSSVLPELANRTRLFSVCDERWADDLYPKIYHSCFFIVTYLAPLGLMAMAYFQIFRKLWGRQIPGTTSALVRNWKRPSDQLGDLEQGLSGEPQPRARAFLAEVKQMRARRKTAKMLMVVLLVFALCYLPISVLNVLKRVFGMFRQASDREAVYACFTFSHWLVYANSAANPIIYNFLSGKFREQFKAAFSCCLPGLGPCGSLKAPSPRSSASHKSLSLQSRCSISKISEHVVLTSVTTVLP
# OX1R antag-2 – human HCRTR1 antagonism; O43613; CHO/OX1R cells, Fluo-8 calcium fluorescence, orexin A; inhibition, % at 5 µM; 330,000 compounds, 0.43% hits; AID 434989;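 active = inhibition above its plate's threshold, mean inhibition of all tested compounds on the plate plus 3 SD, cut at about 37% in these data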;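 note: 0% = orexin A challenge wells and 100% = SB-334867-A antagonist wells; not every result past the cut was called active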
# An asterisk follows results filed as active; i = inactive; / = no result given. Hits appear at their usual frequency; about 2.5% have a hit in one of these screens.
SMILES,CHT PAM,OX1R antag-1,OX1R antag-2
CCC(=O)N1c2ccc(S(=O)(=O)N3CCCC3)cc2CC1C (stereo unspecified),i,5.6,7.2
O=C(O)CCC(=O)Nc1cccc(C(=O)Nc2ccc(Br)cc2)c1,i,4.6,1.7
Cc1ccc(C(=O)OC(C)C(=O)NC(C)CCc2ccccc2)o1 (stereo unspecified),/,7.2,1.1
Cc1nn(C)cc1C(C(=O)NC1CCCCC1)N(C(=O)Cc1cccs1)c1ccc(F)cc1 (stereo unspecified),i,5.8,-7.7
N=c1c(C(=O)NCCN2CCOCC2)cc2c(=O)n3ccccc3nc2n1CCc1ccccc1,i,62.4*,1.5
O=C(Nc1ccc(Cl)cc1C(=O)NCCN1CCOCC1)c1ccc(Cl)cc1Cl,i,5.7,-28.1
CCOC(=O)CCc1c(C)c2c(C)nn(-c3ccccc3)c2[nH]c1=O,i,14.0,-31.5
CCC(C)NC(=O)c1ccc2nc(-c3ccc(OC)c(OC)c3)c(-c3ccc(OC)c(OC)c3)nc2c1 (stereo unspecified),i,-2.6,-18.4
Cc1ccc(NC(=O)CSCC(=O)NCCc2ccccn2)c(C)c1,i,8.1,-13.8
O=C(Nc1ccc(Oc2cccnc2)cc1)c1cccc([N+](=O)[O-])c1,i,21.1,-1.8
CN(Cc1ccccc1)C(=O)c1c[nH]c2ccc(S(=O)(=O)N3CCOCC3)cc2c1=O,i,14.4,-3.6
COCCNC(=O)COc1ccc(Br)cc1Cl,i,4.2,-3.1
Cc1cccc(OCC(=O)Nc2ccc(N3CCN(C(=O)c4ccccc4)CC3)cc2)c1,i,24.8,-10.1
CC(NC(=O)c1ccc(F)cc1)C1CC2CCC1C2 (stereo unspecified),i,11.2,-24.4
CCC(C)(C)NC(=O)C(c1ccc(OC)cc1)N(C(=O)CCC(=O)Nc1cc(C)on1)c1ccc2c(c1)OCO2 (stereo unspecified),i,19.2,-18.1
Cn1c(=O)c2[nH]c(-c3ccccc3O)nc2n(C)c1=O,i,18.7,-8.2
CC(=O)c1coc2ccc(OCCN3CCCCC3)cc12,i,12.3,5.8
COc1ccc(N2Cc3ccccc3C2=NC(=O)c2cncc(Br)c2)cc1,i,26.9,-31.5
CCOc1ccc(NC(=O)CN(C)C(=O)CSCc2cccc(C)c2)cc1OCC,i,17.5,-24.8
Cc1c(NC(=O)CCC(=O)N2CCOCC2)c(=O)n(-c2ccccc2)n1C,i,7.5,-15.0
CCC(=NCCc1ccccc1)C1=C(O)CCC1=O,i,17.7,-10.3
Cc1ccc(C(=O)/C=C/c2cc(Br)cc(Br)c2O)o1,i,-3.1,9.5
CC(C)NC(=O)C(=O)NCCCN1CCOCC1,i,16.8,-27.6
N#Cc1ccc(C2=NC(C(F)(F)F)(C(F)(F)F)c3c(n(Cc4ccco4)c(=O)[nH]c3=O)N2)cc1,i,32.0,-6.4
O=C(NCCCc1ccccc1)c1c(O)nc2sccn2c1=O,i,31.4,-12.2
Cc1cc2cc(C)c3nnc(SCC(=O)N4CCCc5ccccc54)n3c2cc1C,i,5.2,-18.7
CC(=O)c1ccc(S(=O)(=O)N2CCN(CC#N)CC2)cc1,i,5.0,-9.9
COc1ccc(OCCNC(=O)c2ccccc2OCC(=O)N2CCCCC2)cc1,i,20.1,-13.4
COc1ccc(N2CCN(C(=O)CSc3nc4cc(OC)c(OC)cc4cc3C#N)CC2)cc1,i,42.3,-34.8
Cc1cc(N2CCOCC2)nc2ccc(NC(=O)CCC(=O)N3CCN(c4ccccc4)CC3)cc12,i,8.6,-12.5
O=C(N/N=C/C(Cl)=C/c1ccc([N+](=O)[O-])cc1)C(=O)Nc1ccccc1C(=O)O,i,24.0,-9.5
Cc1ccc2nc(NC(=O)CCn3cccc3)sc2c1,i,24.1,-11.8
O=C(CCOc1ccccc1)Nc1ccccc1F,i,7.5,-2.0
CC(=O)Nc1ccc(S(=O)(=O)N(C)CC(=O)OCCOc2cccc(C)c2)cc1,i,14.4,-5.9
Nn1c(SCC(=O)Nc2ccc(S(N)(=O)=O)cc2)nnc1C(F)(F)F,i,12.7,-11.8
O=C(Nc1ccccn1)C1CCN(S(=O)(=O)c2cccs2)CC1,i,13.9,-0.9
Cc1nn(Cc2ccccc2Cl)c(C)c1C(=O)NCC(c1cccs1)N1CCOCC1 (stereo unspecified),i,2.5,-15.3
COC(=O)[C@]1(Cc2ccccc2)N[C@H](CN(C)C(=O)Nc2ccc(OC)cc2)[C@@H]2C(=O)N(Cc3ccccc3)C(=O)[C@@H]21,/,27.4,15.8
O=[N+]([O-])c1ccc(-c2cn3ccccc3n2)cc1,i,35.9,-18.6
Cc1nn(CC(=O)N(C)C2CCC(C)CC2)c(C)c1S(=O)(=O)N(C)C (stereo unspecified),/,0.4,-15.7
Cc1ccc2c(c1)C(O)(CC(=O)/C=C/C=C/c1ccccc1)C(=O)N2 (stereo unspecified),i,23.1,7.3
O=C(COc1cccnc1[N+](=O)[O-])NCCc1ccc(F)cc1,i,7.4,-8.4
CC(C)CC(COCc1ccc(C(F)(F)F)cc1)N1CCN(C(=O)c2ccc(C(F)(F)F)cc2)CCC1=O (stereo unspecified),i,8.5,-45.5
Cc1cccc(-n2c(SCC(=O)NC3CCCC3)nnc2-c2ccoc2C)c1,i,15.8,-36.3
O=C(c1cc2ccccc2oc1=O)N(Cc1cccc(Br)c1)C1CCS(=O)(=O)C1 (stereo unspecified),i,12.4,-28.0
COc1ccccc1OCC(=O)NC1CCCCCCC1,/,5.4,-10.1
O=C(NCCc1ccccc1)c1ccccc1NC(=O)C1CCCO1 (stereo unspecified),i,2.3,-4.7
O=C(CCN1CCN(c2ccccc2)CC1)Nc1ccc(Cl)cc1,i,6.9,-32.4
COc1ccc2oc(C(=O)OCC(=O)N(Cc3ccccc3)C(C)(C)C)c(C)c2c1,i,11.2,-18.6
COc1ccc(-n2ccc(=O)c(C(=O)O)n2)c(OC)c1,i,4.0,-5.4
CC(=O)Nc1ccc(S(=O)(=O)NCC2CCC(C(=O)NCCC(C)C)CC2)cc1 (stereo unspecified),i,13.3,-14.9
COC1=Cc2c(ccc3ccc(=O)oc23)OC1(C)C,i,37.7,-23.0
O=C(NCC(=O)N1CCN(c2ccccc2F)CC1)c1ccc(Br)o1,i,11.5,-16.2
CN(CC(=O)Nc1ccccc1Cl)C(=O)c1cccc(S(=O)(=O)N2CCN(c3ccc(F)cc3)CC2)c1,i,17.0,5.8
Nc1c(Cl)cc(Cl)cc1C(=O)OCC(=O)NC1CC1,i,27.6,-10.8
O=C(C1CCC(CNS(=O)(=O)c2cccc3cccnc23)CC1)N1CCCC1 (stereo unspecified),i,10.0,0.3
CC1(c2nnc(Cc3ccccc3)o2)CC(c2ccccc2F)=NO1 (stereo unspecified),i,9.5,-10.7
CCOc1ccc(NS(=O)(=O)c2csc(C(N)=O)c2)cc1,i,-5.2,-14.8
CCOc1ccc(N=C2SC(C(=O)O)CC(=O)N2C)cc1 (stereo unspecified),i,18.3,7.1
Cc1ccc(C(=O)C2CCN(CC(=O)NC3CCCC3)CC2)cc1,i,11.0,-27.4

# 14 successive records already listed, for reference:
SMILES,CHT PAM,OX1R antag-1,OX1R antag-2
O=C(NCCc1ccccc1)c1ccccc1NC(=O)C1CCCO1 (stereo unspecified),i,2.3,-4.7
O=C(CCN1CCN(c2ccccc2)CC1)Nc1ccc(Cl)cc1,i,6.9,-32.4
COc1ccc2oc(C(=O)OCC(=O)N(Cc3ccccc3)C(C)(C)C)c(C)c2c1,i,11.2,-18.6
COc1ccc(-n2ccc(=O)c(C(=O)O)n2)c(OC)c1,i,4.0,-5.4
CC(=O)Nc1ccc(S(=O)(=O)NCC2CCC(C(=O)NCCC(C)C)CC2)cc1 (stereo unspecified),i,13.3,-14.9
COC1=Cc2c(ccc3ccc(=O)oc23)OC1(C)C,i,37.7,-23.0
O=C(NCC(=O)N1CCN(c2ccccc2F)CC1)c1ccc(Br)o1,i,11.5,-16.2
CN(CC(=O)Nc1ccccc1Cl)C(=O)c1cccc(S(=O)(=O)N2CCN(c3ccc(F)cc3)CC2)c1,i,17.0,5.8
Nc1c(Cl)cc(Cl)cc1C(=O)OCC(=O)NC1CC1,i,27.6,-10.8
O=C(C1CCC(CNS(=O)(=O)c2cccc3cccnc23)CC1)N1CCCC1 (stereo unspecified),i,10.0,0.3
CC1(c2nnc(Cc3ccccc3)o2)CC(c2ccccc2F)=NO1 (stereo unspecified),i,9.5,-10.7
CCOc1ccc(NS(=O)(=O)c2csc(C(N)=O)c2)cc1,i,-5.2,-14.8
CCOc1ccc(N=C2SC(C(=O)O)CC(=O)N2C)cc1 (stereo unspecified),i,18.3,7.1
Cc1ccc(C(=O)C2CCN(CC(=O)NC3CCCC3)CC2)cc1,i,11.0,-27.4

# Other results.
SMILES,CHT PAM,OX1R antag-1,OX1R antag-2
Cc1nn(C(=O)c2ccco2)c(C)c1Sc1ccccc1,i,31.3,-17.7
O=C(Cc1ccccc1)NCC(=O)OCc1cccc([N+](=O)[O-])c1,i,20.5,-10.6
O=C(CN1CCCCCCC1)NC(=O)NC1CCCCC1,i,8.3,-14.9
CC(c1ccccc1)C1C(C#N)=C(N)SC(N)=C1C#N (stereo unspecified),i,35.4,9.3
CN(C)S(=O)(=O)c1cccc(-c2nnc(SCCNCCO)n2-c2ccc(F)cc2)c1,i,15.0,-16.2
CC(C)(C)Nc1cccccc1=O,i,15.9,-17.1
COc1cc(/C=N/NC(=O)c2cc(-c3cccs3)nc3ccccc23)ccc1O,i,39.3,-16.1
CCOc1ccccc1NC(=O)NCc1ccccn1,i,8.6,-12.5
COc1ccc(S(=O)(=O)N2CCC(O)(c3ccc(Cl)cc3)CC2)cc1OC,i,11.5,-29.7
CCN(CC)C(=O)c1cc2cc([N+](=O)[O-])ccc2s1,i,50.2,-15.6
COc1ccccc1N1CCN(CCC(=O)Nc2ccc3c(c2)OCO3)CC1,i,3.0,-23.1
Cn1c(SCc2ccccc2)nnc1-c1cccs1,i,10.8,-22.2
O=C(c1ccc(COc2ccccc2Br)o1)N1N=C(C(F)F)CC1(O)C(F)F (stereo unspecified),i,12.9,-3.0
CCOC(=O)N1CCN(C(=O)CSc2nc(C)nc3c2c(=O)n(C)c(=O)n3C)CC1,i,8.6,-22.4
CCOC1(OCC)N=C(N)C2(C#N)C(c3cccc(C)c3)C12C#N (stereo unspecified),i,3.6,-1.1
COc1ccc(CCN=C(C)C2=C(O)C(c3ccccc3)OC2=O)cc1OC (stereo unspecified),i,14.8,-16.9
CCCCN(C(=O)CSc1nc(CCC)cc(=O)[nH]1)c1c(N)n(Cc2ccccc2)c(=O)[nH]c1=O,/,11.4,-13.5
CCN(c1ccccc1)S(=O)(=O)c1ccc(C(=O)N(C)Cc2cccs2)cc1,/,12.6,9.6
O=C(CCN1C(=O)S/C(=C\c2ccccc2)C1=O)NC1CCS(=O)(=O)C1 (stereo unspecified),i,37.4,-6.8
O=C(NC1CCCCC1)C(c1cccs1)N(CCCN1CCOCC1)C(=O)c1ccc(-c2ccccc2)[nH]1 (stereo unspecified),i,12.7,-21.1
Cc1cc(C)cc(C(=O)N2CCC(CCC(=O)NC3CC3)CC2)c1,i,37.0,-9.7
O=C(CCOc1ccccc1)Nc1ccnn1C1CCN(Cc2ccc(F)cc2)CC1,i,15.3,-15.2
COCCn1nnnc1C(c1cccc(OC)c1OC)N1CCN(C(=O)c2ccco2)CC1 (stereo unspecified),i,5.3,4.1
CC(C)Cn1c(=O)c(C(=O)Nc2cnccn2)c(O)c2ccccc21,i,4.4,5.3
NS(=O)(=O)c1cc(C(=O)OCC(=O)NC2CC2)ccc1Cl,i,11.7,-6.8
O=C(Nc1cccc2ncccc12)c1cccc(F)c1,i,13.7,-15.9
COc1ccc(CC(=O)NCC(=O)Nc2ccccc2Br)cc1,i,35.5,-21.2
CCOc1ccc(-c2nc3scc(-c4cccs4)c3c(=O)[nH]2)cc1,i,21.2,-8.5
CC(C)Sc1nc(N2CCOCC2)c2c3c(sc2n1)COC(C)(C)C3,i,6.3,-12.8
Cc1[nH]c2ccccc2c1C(=O)CN1C(=O)NC2(CC(C)CC(C)(C)C2)C1=O (stereo unspecified),i,19.5,-2.5
COC(=O)c1cc(O)cc(OC)c1C(=O)c1c(O)cc(C)cc1O,i,6.9,-3.6
O=S(=O)(NCc1cccnc1)c1cccc2nsnc12,i,26.2,-11.8
COc1ccc(OC)c(S(=O)(=O)Nc2ccc(O)c3ccccc23)c1,i,56.8,-4.9
NS(=O)(=O)c1ccc(NC(=O)Cn2nc(C(=O)O)c3ccccc3c2=O)cc1,i,23.4,-2.5
Cc1ccnn1-c1ccc(C(=O)N2CCCN(S(=O)(=O)c3ccc(F)cc3)CC2)cc1,/,7.7,-16.6
Cc1cccnc1NC(=O)c1cccc(S(=O)(=O)N2CCN(c3ccccc3)CC2)c1,i,23.9,-3.0
O=C(N/N=C\c1cc([N+](=O)[O-])ccc1N1CCCC1)c1ccccn1,i,8.1,-10.4
Cc1nn(C)c(Cl)c1C(=O)NCC(=O)NCc1ccccc1,i,18.0,-9.4
CCC(Sc1nc(=O)cc(N)n1CCc1ccccc1)C(=O)Nc1ccccc1C#N (stereo unspecified),i,10.7,-1.0
CC1C(=O)O[C@@H]2C[C@@H](C)[C@@H]3CCC(=O)[C@@]3(C)[C@@H](O)[C@H]12 (stereo partly specified),i,10.9,-9.3
O=C(CCN1C(=O)S/C(=C/c2ccccc2)C1=O)Nc1ccc(C(=O)O)c(O)c1,i,16.9,-12.9
O=C(CSc1nc2ccccc2o1)Nc1ccccc1,i,7.7,2.8
N=c1n(CCN2CCOCC2)c2ccccc2n1CC(=O)c1cccc([N+](=O)[O-])c1,i,12.6,-47.3

# Assay outcomes: PubChem BioAssay, several laboratories
